Tb PFK inh = qHTS Assay to Find Inhibitors of T. brucei phosphofructokinase; ATP-dependent 6-phosphofructokinase (Trypanosoma brucei brucei), O15648; T. brucei PFK, ADP-Glo luminescence; Potency, µM (titrated, usually from 57.5 µM), inactives show at the top dose activity, negative = inhibition, most hits filed as inhibitors; 330,000 compounds, 0.17% hits; AID 485367, 2010;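 also: potency is read from the fitted curve at half-maximal effect; 0% = uninhibited 1x PFK enzyme wells and -100% = no-enzyme wells; nearly all actives have a fitted effect of over 60% in size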
Target sequence (O15648 whole entry, looked up): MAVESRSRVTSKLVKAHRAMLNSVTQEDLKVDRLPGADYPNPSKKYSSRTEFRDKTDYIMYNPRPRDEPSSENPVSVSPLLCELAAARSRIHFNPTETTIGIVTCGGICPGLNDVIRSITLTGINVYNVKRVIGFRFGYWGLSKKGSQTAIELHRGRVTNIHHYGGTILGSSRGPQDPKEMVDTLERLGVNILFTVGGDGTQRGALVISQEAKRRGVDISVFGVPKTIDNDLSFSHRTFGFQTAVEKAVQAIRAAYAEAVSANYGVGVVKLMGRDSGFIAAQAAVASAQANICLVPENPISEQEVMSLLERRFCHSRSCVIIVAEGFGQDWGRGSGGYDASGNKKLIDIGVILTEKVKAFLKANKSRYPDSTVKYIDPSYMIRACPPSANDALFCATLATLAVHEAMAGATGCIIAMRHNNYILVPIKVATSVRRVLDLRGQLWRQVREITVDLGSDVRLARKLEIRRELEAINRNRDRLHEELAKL
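Activity is normalized to no-enzyme wells (full inhibition) and 1.25 nM enzyme wells (no inhibition). Reaction: 0.5 mM F6P, 0.1 mM ATP, 45 min RT, ADP-Glo luminescence; concentration-response curves fitted and classed by quality.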
Rab9 prom act = qHTS Assay for Rab9 Promoter Activators. 320,000 compounds, 2.8% hits. Huh7 Rab9 promoter-luciferase reporter, luminescence, 24 h. Potency, µM (top dose mostly 9.22 µM), for the others: top-dose activation, negative = inhibition, hits mostly activators; also: potency is read from the fitted curve at half-maximal effect; % of control where 0% means no effect; nearly all actives have a fitted effect of over 60% in size
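Cells were plated at 1500 per well in reduced-serum medium with 10% FBS and left 2 h. Compound in DMSO was then added for 24 h at 37 °C. Reporter signal was read by luminescence after 10 min with luciferase detection reagent.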
p53 reactivation = qHTS assay for re-activators of p53 using a Luc reporter | H1299 p53-A138V BP100-luciferase reporter, luminescence, 24 h | Potency, µM (titrated, usually from 92.2 µM), inactives show at the top dose activity change, positive = activation, actives largely listed as activators | AID 504706, 2011 | 320,000 compounds, 0.063% hits; also: potency is read from the fitted curve at half-maximal effect; % of control where 0% means no effect; nearly all actives have a fitted effect of over 45% in size
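H1299 (p53-null), stable ts p53-A138V + BP100-Luc; 1000 cells/well, Opti-MEM/10% FBS; cpd 4 pt, 1:5; 24 h, 37 deg C, 5% CO2; detection reagent 10 min RT; luminescence.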
ELG1 DNA repair = qHTS screen for small molecules that inhibit ELG1-dependent DNA repair in human embryonic kidney (HEK293T) cells expressing luciferase-tagged ELG1 | HEK293T ELG1-luciferase reporter, luminescence, 16 h; DNA damage induced by 5-fluorouridine | Potency, µM (top dose mostly 46.1 µM), without a hit: top-dose activity change, negative = inhibition, hits mostly inhibitors | 330,000 compounds, 2.3% hits; also: potency is read from the fitted curve at half-maximal effect; % is scaled to controls: 0 for no effect and ±100 for the full control effect; nearly all actives have a fitted effect of over 55% in size
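Cells (2,000 per well) received 5-fluorouridine plus test compound or DMSO and were incubated 16 hr at 37 °C, 5% CO2. Luciferase activity was read by luminescence 30 min after ONE-Glo addition; signal suppression marked inhibition of damage-induced ELG1 function.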
Gal4-VP16 FLuc = VP16 counterscreen qHTS for inhibitors of ROR gamma transcriptional activity. Drosophila S2 Gal4-VP16 UAS-luciferase, luminescence, 20 h. 310,000 compounds, 3.5% hits. AID 2546, 2010. Potency, µM (doses to about 53.6 µM), without a hit: at the highest dose activity, negative = inhibition, most hits filed as inhibitors;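 also: Gal4-VP16 expression switched on by copper sulfate through the metallothionein promoter; potency is read from the fitted curve at half-maximal effect; % is scaled to controls: 0 for no effect and ±100 for the full control effect; nearly all actives have a fitted effect of over 50% in size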
ELG1 genotoxic = qHTS screen for small molecules that induce genotoxicity in human embryonic kidney (HEK293T) cells expressing luciferase-tagged ELG1; HEK293T ELG1-luciferase reporter, luminescence, 16 h; 330,000 compounds, 1.3% hits; Potency, µM (highest dose often 46 µM), without a hit: top-dose activity change, positive = activation, most hits filed as activators; also: potency is read from the fitted curve at half-maximal effect; % of control where 0% means no effect; nearly all actives have a fitted effect of over 60% in size
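Cells (2,000/well) expressing the ELG1-luciferase fusion are dosed by pin tool and kept 16 hr at 37 °C, 5% CO2. Signal comes from ONE-Glo luciferase reagent after 30 min at room temperature.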
BRCA1 expr up = qHTS Assay to Identify Small Molecule Activators of BRCA1 Expression; MCF7-BRCA1-FFLuc reporter, luminescence, 48 h; response scale: scaled: vehicle 0%, 10 µM genistein 100%; Potency, µM (doses to about 46.1 µM), for the others: at the top dose activation, hits mostly activators; 380,000 compounds, 1.1% hits; AID 624202, 2012; also: potency is read from the fitted curve at half-maximal effect; nearly all actives have a fitted effect of over 80% in size; some results filed as inactive show a strong effect at the top dose
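MCF7-BRCA1-FFLuc, 2000 cells/well; 2 h attach, 37 °C/5% CO2; compound 48 h; luciferase substrate 15 min; luminescence end-point. Norm. to genistein 10 microM max activation and DMSO; concentration-response curves fitted.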
RORg inh = qHTS for inhibitors of ROR gamma transcriptional activity | Nuclear receptor ROR-gamma (Mus musculus), P51450 | Drosophila S2 Gal4-RORgamma UAS-luciferase reporter, 20 h | Potency, µM (series often up to 53.6 µM), for inactives: at the top dose activity change, negative = inhibition, most hits filed as inhibitors | 310,000 compounds, 5.4% hits; also: potency is read from the fitted curve at half-maximal effect; % is scaled to controls: 0 for no effect and ±100 for the full control effect; nearly all actives have a fitted effect of over 60% in size
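Luciferase reporter read in Schneider cells carrying Gal4-RORγ (mouse) and UAS-Photinus luciferase; cells given compound 1 h before 700 uM copper sulfate induction, then incubated 20 h at ambient temperature.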
TRPV1 agonist = HTS Assay for Compounds that Act as Agonists of the Vanilloid Receptor 1; TRPV1-expressing cells, Fluo-8 calcium influx, agonist mode; activation, % at 8.33 µM; 320,000 compounds, 0.19% hits; AID 540275, 2011; in the data active = activation above about 80%; inconclusive = between about 30% and that limit; also: 0% is about no effect
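Fluo-8 calcium influx in TRPV1-expressing cells, kinetic read (ex 480/em 520 nm). Compound added and read 3 min for agonist activity, followed by capsaicin at EC20 final and 2 min further read for enhancement.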
FLuc counter = qHTS profiling assay for firefly luciferase inhibitor/activator using purifed enzyme and Km concentrations of substrates (counterscreen for miR-21 project). AID 588342, 2011. 360,000 compounds, 6.9% hits. Potency, µM (doses to about 57.5 µM), without a hit: top-dose activity change, negative = inhibition, hits mostly inhibitors. Luciferin 4-monooxygenase (Photinus pyralis), P08659. purified FLuc, Km substrates, luminescence inhibition;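 also: potency is read from the fitted curve at half-maximal effect; plate controls were vehicle for no effect and reference inhibitor for full effect; nearly all actives have a fitted effect of over 55% in size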
Target sequence (P08659 whole entry, looked up): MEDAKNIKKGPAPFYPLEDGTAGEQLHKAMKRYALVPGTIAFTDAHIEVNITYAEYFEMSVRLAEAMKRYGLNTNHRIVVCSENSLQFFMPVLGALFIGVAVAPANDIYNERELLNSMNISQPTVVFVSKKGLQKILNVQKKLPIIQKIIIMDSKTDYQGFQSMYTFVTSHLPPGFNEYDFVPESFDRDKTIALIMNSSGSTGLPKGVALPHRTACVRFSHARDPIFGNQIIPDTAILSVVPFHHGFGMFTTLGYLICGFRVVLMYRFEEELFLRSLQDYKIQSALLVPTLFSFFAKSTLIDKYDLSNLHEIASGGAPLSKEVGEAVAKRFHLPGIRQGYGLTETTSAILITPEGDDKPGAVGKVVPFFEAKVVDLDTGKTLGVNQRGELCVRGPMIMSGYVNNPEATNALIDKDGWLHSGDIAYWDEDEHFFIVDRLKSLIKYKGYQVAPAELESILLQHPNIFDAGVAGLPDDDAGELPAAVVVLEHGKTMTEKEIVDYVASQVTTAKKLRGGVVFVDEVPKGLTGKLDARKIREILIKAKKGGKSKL
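Purified P. pyralis luciferase (10nM final) with 10uM D-luciferin and 10uM ATP (Km levels) in 50mM Tris acetate pH 7.5, 10mM Mg acetate, 0.01% Tween-20, 0.05% BSA; qHTS 6-point titration, ~60 µM downward; luminescence read.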
NPC1 promoter act = qHTS Assay for NPC1 Promoter Activators; Huh7 NPC1 promoter luciferase reporter, 24 h; Potency, µM (top dose mostly 9.22 µM), for inactives: at the highest dose activation, most hits filed as activators; 320,000 compounds, 2.4% hits; AID 485313, 2010;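 also: potency is read from the fitted curve at half-maximal effect; % of control where 0% means no effect; nearly all actives have a fitted effect of over 60% in size; reporter is driven by a mutant NPC1 promoter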
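In 1536-well qHTS, Huh7 cells harboring an NPC1 promoter–luciferase construct received compound for 24 h; activation was quantified by luminescence following luciferase reagent addition.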
Numbers without * were called inactive; ? = inconclusive; / = no result given; & = joins results of further samples; [ ] = another dose, or the depositor's remark. Unless noted, calls follow the shape of the dose curve; as a rule, active = well fitted curve in the direction sought with a large enough effect; inconclusive = small, poorly fitted or top-dose-only effect, or another doubt; inactive = no such curve, though single readings can be large; an effect the other way counts as inactive or inconclusive.

SMILES	Tb PFK inh	Rab9 prom act	p53 reactivation	ELG1 DNA repair	Gal4-VP16 FLuc	ELG1 genotoxic	BRCA1 expr up	RORg inh	TRPV1 agonist	FLuc counter	NPC1 promoter act
CC[C@@H](C)[C@H](NC(=O)Cc1c(C)c2c(cc(C)c3c(C)c(C)oc32)oc1=O)C(=O)O	-22%	-7%	-5%	16%	-1%	2%	8%	1%	?	-11%	12%
CCOC(=O)COc1ccc(/C=C2/C(=O)NN(c3ccc(F)cc3)C2=O)cc1OC	-2%	0%	-5%	56%	7%	8%	2%	-1%	3	?	-3%
O=C(NCCN1CCN(Cc2ccc([N+](=O)[O-])cc2)CC1)C(=O)Nc1ccccc1	-2%	-7%	4%	10%	-8%[0.365 µM]	4%	-4%	6%	-3	-1%	0%
CCCCC(=O)N(c1ccc(C)c(C)c1)C1C=CS(=O)(=O)C1 (stereo not given)	-4%	-2%	9%	-7%	-7%	0%	2%	6%	0	-3%	-4%
CCn1cc(CN2CCC(C(=O)Nc3ccc(Oc4cccnc4)cc3)CC2)c(C)n1	0%	3%	8%	-2%	-5%	-8%	-8%	-9%	2	1%	-3%
COc1ccc(C)cc1NC(=O)C(=O)NNC(=O)COc1ccc(Cl)cc1	-4%	-6%	-7%	?	7%	-6%	-2%	?	-1	-12%	-1%
Cn1c(N)c(C(=O)COC(=O)CNC(=O)c2ccccc2Cl)c(=O)n(C)c1=O	-2%	1%	-2%	0%	/	3%	11%	/	1	3%	-4%
CCOc1ccc(S(=O)(=O)N2CCC(C(=O)N3CCN(Cc4ccccc4)CC3)CC2)cc1	-7%	8%	-8%	0%	-7%	-14%	-18%	?	-4	4%	4%
CCOC(=O)c1nnn(CC(=O)Nc2ccccc2)c1C(=O)OCC	-2%	0%	-1%	?	-8%	?	10%	7%	8	-1%	-1%
Cc1oc(-c2ccccc2Cl)nc1CS(=O)(=O)CC(=O)NC(C)c1ccccc1 (stereo not given)	-4%	-2%	/	-10%	-7%	0%	1%&-27%	9%	1	-1%&-13%	-1%
COC(=O)CN1C(=O)[C@H]2[C@@H](c3ccc(C)o3)N3C(=O)CN(Cc4ccccn4)C(=O)[C@@]3(Cc3ccccc3)[C@H]2C1=O	-1%	1%	/	-1%	-9%	6%	6%	-1%	5	5%	-6%
O=C(N/N=C/c1ccc2c(c1)OCO2)c1ccc2ccccc2n1	0%	15%	12%	?	-2%	?	29%	0%	?	3µM*	2%
O=C(CN1CCc2ccccc2C1)Nc1cccc(S(=O)(=O)N2CCOCC2)c1	-4%	-1%	2%	-1%	/	-3%	-19%	/	13	0%	-1%
COc1ccc(/C=N/NC(=S)Nc2ccccc2[N+](=O)[O-])cc1O	-4%	-2%	/	?	3.2µM*	5.2µM*	-38%	5.6µM*	-6	0.43µM*	22%
CC(C)N(C(=O)N1CCC(c2nc(-c3ccncc3)no2)CC1)C(C)C	-9%	-9%	2%	16µM*	5%	?	-57%	29%	0	2%	1%
OCCC1CN(Cc2nc3c(s2)CCCC3)CCN1Cc1ccccc1 (stereo not given)	-4%	1%	1%	-1%	-4%	-4%	-2%	4%	-3	1%	-2%
COc1ccccc1OCC(=O)Nc1ccc(S(=O)(=O)Nc2cc(C)on2)cc1	9%	0%	-3%	22%	0%	2%	-9%	-16%	0	1%	0%
Oc1ccccc1-c1cc(-c2ccco2)[nH]n1	-2%	15%	?	?	?	5.8µM*	9%	?	4	9.5µM*	-2%
COc1ccc2c(c1)CCC/C2=N\NC(=O)c1ccoc1C	0%	23%	15%	?	?	13%	43%	40µM*	3	?	3%
Cc1cc(C(C)(C)C)oc1C(=O)N1CCN(C(=O)c2oc(C(C)(C)C)cc2C)CC1	0%	2%	3%	-1%	11%	-2%	5%	-15%	16	1%[2.3 µM]	-7%
Oc1ccc(CNc2ccccc2)c2cccnc12	-1%	-21%	3%	-3%	0.79µM*	-2%	-90%[inhibitor]	16µM*	-3	1%	-18%
O=C(Nc1cccc(F)c1)Nc1ccnn1C1CCN(C(=O)c2ccccn2)CC1	0%	15%	?	27%	19%	?	-5%	-1%	1	?	1%
c1ccc(CN2CCN(CCCNc3ccc4nnc(-c5ccccc5)n4n3)CC2)cc1	11%	-5%	1%	18µM*	-5%	-11%	-2%	6%	1	-3%	-1%
CN(C(=O)CN1C(=O)NC(C)(c2cccc(Br)c2)C1=O)C1CCCCC1 (stereo not given)	-6%	2%	-6%	2%	/	-3%	-32%	/	6	1%	0%
Cc1ccccc1OCC(O)Cn1c2ccccc2c2ccccc21 (stereo not given)	-1%[0.46 µM]	0%	2%	36%	?	-5%	-33%	8%	0	-4%	6%
COCCNC(=S)N1CCN(c2cccc(C)c2C)CC1	-3%	1%	-3%	-30%	1%	-1%	-2%	-34%	?	-7%	-5%
COc1cc(C(=O)c2ccccc2Cl)c([N+](=O)[O-])cc1OC	4%	2%	-9%	7%	-4%	1%	-15%	-44%	-2	2%	-1%
COc1ccc(N2CCN(C(CNC(=O)c3ccco3)c3ccco3)CC2)cc1 (stereo not given)	1%	2%	0%	26%	/	7%	17%	/	-3	5%	4%
O=C(N/C=N/OCc1cccc(C(F)(F)F)c1)N1OC[C@@H]2COc3ccc4ccccc4c3[C@@H]21	-7%	-14%	0%	?	-2%	-7%	-40%	16%	3	2%	-2%
Cc1cc(C)nc(N/N=C/c2ccccc2)n1	1%	?	10%	0%	17%	3%	93%	?	-2	-19%	-1%
CC(NC(=O)CCCn1cc([N+](=O)[O-])cn1)c1ccccc1 (stereo not given)	-10%	0%	0%	-7%	-19%	1%	-18%	-4%	1	-2%	-2%
Cc1oc(-c2ccc(F)cc2)nc1CN1CCCC(C(=O)N2CCOCC2)C1 (stereo not given)	-2%	-5%	/	14%	0%	1%	-12%	-33%	?	-3%	-5%
N#Cc1cccc(C#N)c1NCC1CCCO1 (stereo not given)	-4%	2%	2%	-1%	4%	-2%	-1%	-13%	5	1%	0%
CC(=O)Nc1ccc(S(=O)(=O)NNC(=O)COc2ccc(C(C)(C)C)cc2)cc1	-2%	0%	4%	-30%	-6%	-4%	-7%	?	11	-2%	-3%
COc1cc(/C=N/Nc2nc(=O)[nH]nc2C)cc([N+](=O)[O-])c1O	16%	2%	7%	-1%	-4%	6%	10%	-47%	-6	?	-3%
CC(NCCc1ccc(O)cc1)C(O)c1ccc(O)cc1 (stereo not given)	-1%	1%	0%	20%	-19%&-1%	5%	6%	-3%&5%	1	3%	1%
CNC(=S)NNC(=O)c1cccs1	0%	1%	0%	20%	1%	0%	0%	-15%	-7	-2%	-4%
CC(C)C[C@H]1CN=C(Nc2ccccc2)N1CC1CCC(C(C)(C)C)CC1 (stereo not given in full)	0%	-2%	-27%	?	/	-2%	-81%	/	-1	-3%	-3%
COC(=O)c1cnn(-c2nc3c(C)cccc3s2)c1C	-1%	4%	7%	18%	8%	16%	1%	11%	2	6%	20%
CCc1nc2ccc(C(=O)Nc3nnc(C)s3)cc2nc1CC	0%	23%	1%	-7%	16%	3%	-2%	1%	1	?	22%
Cc1cc(C)cc(C(=O)Nc2nnc(SCC(=O)NCC3CCCO3)s2)c1 (stereo not given)	3%	4%	-1%	8%	3%	4%	-18%	?	-3	?	1%
COc1ccc(C(=O)NCC(=O)N/N=C/c2ccc([N+](=O)[O-])s2)cc1OC	-17%	3%	7%	8.2µM*	?	-8%	-67%	-15%	-1	-8%	-1%
CCOC(=O)CSc1nnc(Cc2ccccc2)n1Cc1ccco1	3%	0%	-3%	8%	-1%	0%	4%	?	0	-2%	19%
